Screens as filed in PubChem BioAssay.
H9c2 TAG inh: inhibitors of triacylglycerol accumulation. H9c2 cells, Nile Red lipid (TAG) fluorescence; cells loaded with 200 µM oleic acid. inhibition, % at 12.5 µM. 230,000 compounds, 0.66% hits;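 active = pattern-corrected inhibition of lipid staining of at least 50% with the nuclear-stain viability signal not falling by more than 50%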;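 note: 0% = DMSO wells and 100% = triacsin C control wells; some results filed as inactive read as strong as hits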
H9c2 TAG inh DAPI viability: also measured in H9c2 TAG inh; calls as there; DAPI nuclei signal change (viability), lower = more cytotoxic, %;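 whole-well DAPI fluorescence read on a plate reader as a viability signal; minus 50 percent equals half of cells still viable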
An asterisk follows results filed as active; & = joins results of further samples.

Values run as follows: H9c2 TAG inh	H9c2 TAG inh DAPI viability
> CCC/C(=N\NC(=O)C1CCCC1)c1ccccc1
→ 9.6	-3.7
> COCCCn1c(=S)[nH]c2sc3c(c2c1=O)CCCS3
→ -7.4	9.4
> CCOC(=O)C1C(C(=O)OC)=C(C2=CCCCC2)c2ccccc2N1S(=O)(=O)C(F)(F)F (stereo not given)
→ 1.1	-3.7
> CC(=O)c1cc2c(cc1NC(=O)CN1CCC(Cc3ccccc3)CC1)OCO2
→ -229.9	-0.4
> CS(=O)(=O)N(CC(=O)Nc1ccc2c(c1)OCO2)Cc1ccc(Cl)cc1
→ 0.6	-5.1
> COc1ccc(-c2cc(C(F)(F)F)n3nc(C(=O)NCCN4CCOCC4)cc3n2)cc1
→ -12.6	30.1
> COCCN(C(=O)CCCC(=O)Nc1ccccn1)C(C(=O)NC1CCCC1)c1ccc(C)cc1 (stereo not given)
→ 3.0	-3.9
> COc1cc(OC)nc(Nc2nc(C(N)Cc3ccc(Cl)cc3)cs2)n1 (stereo not given)
→ 58.0*	-29.8*
> CSc1ncnc2c1ncn2CCCN1CCN(c2ncccn2)CC1
→ 1.0	-6.4
> CCOC(=O)C1(CCCc2ccccc2)CCN(C(=O)CCn2cnnn2)CC1
→ 2.8	-7.6
> CCOC(=O)C1CCCN(C(=O)C(C)(C)Oc2ccc(Cl)cc2)C1 (stereo not given)
→ -9.2	7.8
> COc1cc(CNCCN2CCOCC2)ccc1OCc1ccccc1Cl
→ 24.7	-6.5
> CC(NC(=O)/C(=C\c1ccco1)NC(=O)c1ccco1)C(=O)O (stereo not given)
→ 7.3	1.9
> Cc1cc(C(=O)COC(=O)c2ccc(O)cc2O)c(C)n1-c1ccccc1
→ 4.7	4.5
> O=C(/C=C/c1ccc2c(c1)OCO2)NCC1CCCO1 (stereo not given)
→ -7.6	-9.4
> Cc1ccccc1OC(C)C(=O)NCCC1=CCCCC1 (stereo not given)
→ -21.1	6.2
> Nc1c(Cl)nc(-c2ccccc2)nc1Cl
→ -4.8	-7.2
> CC(c1ccccc1)N1C(=O)c2ccccc2C1(O)Cc1ccccc1 (stereo not given)
→ -23.5	-1.0
> CCOC(=O)[C@@H](C)N(Cc1ccc(OC)cc1)S(=O)(=O)N(Cc1ccccc1)[C@H](C(=O)OC)C(C)C
→ 0.5	3.2
> COc1ccc(OC)c(NC(=O)CSc2nnc(C3CCCCC3)n2-c2ccccc2)c1
→ 9.6	-7.7
> CSc1ncc2ncn(C3OC(CO)C(O)C3O)c2n1 (stereo not given)
→ 10.0	-3.1
> COc1cc(OCc2ccccc2)c2c(CCC(=O)O)cc(=O)oc2c1
→ -7.6	2.9
> Cc1ccc(CNC(=O)C(=O)NCC2OCCN2C(=O)c2ccc(Cl)cc2)cc1 (stereo not given)
→ -7.1	1.3
> O=C(c1ccccc1)c1sc(N2CCCCCC2)nc1-c1ccccc1
→ 0.0	-1.9
> Cc1ccccc1NC(=O)CN1C(=O)c2ccccc2C1=O
→ 1.9	2.3
> Cc1ccc(/C=N/NC(=O)CN2CCN(Cc3ccccc3)CC2)s1
→ 2.9	1.3
> O=C(NCCC1=CCCCC1)C1CCN(S(=O)(=O)c2cccc(C(F)(F)F)c2)CC1
→ -5.4	1.5
> CC(O)(Cc1cccnc1)c1cccs1 (stereo not given)
→ -0.5	-2.6
> O=C(CC(=O)N/N=C\c1c(Cl)cccc1Cl)NCc1ccccc1
→ 10.2	-4.3
> Cc1ccc(S(=O)(=O)N(C)CC(=O)Nc2ccccc2)cc1
→ 9.7	-10.6
> CC/C(=N\NC(=O)c1cccnc1)c1ccc2c(c1)OCCO2
→ 15.6	-8.3
> C[C@H]1CN=C(N(C)C)N1CCCCc1ccccc1
→ 2.9	5.2
> Cc1ccccc1C(=O)N1CCN(c2ccc(NC(=O)c3cccs3)cc2)CC1
→ 8.0	9.8
> O=C1NN(c2ccccc2)C(=O)/C1=C\c1ccccc1
→ -0.3	1.2
> Cc1ccc(C(=O)/C=C/C(=O)c2ccc(C)cc2)cc1
→ 10.4	-3.3
> Cc1cc(N2CCN(c3ccccc3)CC2)nc(-c2ccccc2)n1
→ -48.4	2.1
> O=C(Cn1c(=O)oc2ccccc21)Nc1cccc(Cl)c1
→ -0.5	-8.9
> CSc1nsc(SCC(=O)Nc2ccc(OC(C)=O)cc2)n1
→ -7.7	8.4
> COc1c(F)cccc1C1=CC(=O)C[C@H](c2ccc(F)cc2)C1
→ 13.5	0.5
> COCCn1c(SCC(=O)Nc2ccc(S(=O)(=O)N(C)C)cc2)nc2ccccc21
→ -8.5	-0.4
> O=C(O)C(C(O)c1ccc([N+](=O)[O-])cc1)[n+]1ccccc1 (stereo not given)
→ 6.8	-1.7
> CC1CN(C(=O)c2cccn(Cc3c(Cl)cccc3Cl)c2=O)CC(C)O1 (stereo not given)
→ -17.0	6.5
> O=C(COc1ccc(Cl)cc1Br)N1CCN(c2ncccn2)CC1
→ 12.5	-8.9
> CC(C)CC(CC(C)C)=NNC(=O)c1ccc(CSc2nncn2C)cc1
→ 12.1	-11.8
> COc1ccc(CN(CCC(C)C)S(=O)(=O)c2ccccc2Br)cc1
→ -7.4	-2.5
> Cc1nnc(Nc2ccccc2F)s1
→ -4.4	6.9
> CCOCCn1c(SCCCc2ccccc2)nc2c1c(=O)[nH]c(=O)n2C
→ -46.6	1.1
> COC(=O)c1sccc1NC(=O)Cc1ccc(OC)cc1
→ 0.2	2.2
> O=C(Nc1nc2ccccc2[nH]1)c1cc2ccccc2o1
→ -2.4	16.2
> O=C(COC(=O)C1CCN(C(=O)Nc2ccccc2)CC1)NCC(F)(F)F
→ -4.1	2.2

An excerpt from above in order of count of non-hydrogen atoms, low to high.
Values run as follows: H9c2 TAG inh	H9c2 TAG inh DAPI viability
> Cc1nnc(Nc2ccccc2F)s1
→ -4.4	6.9
> COC(=O)c1sccc1NC(=O)Cc1ccc(OC)cc1
→ 0.2	2.2
> O=C(COc1ccc(Cl)cc1Br)N1CCN(c2ncccn2)CC1
→ 12.5	-8.9
> COc1ccc(CN(CCC(C)C)S(=O)(=O)c2ccccc2Br)cc1
→ -7.4	-2.5
> CC1CN(C(=O)c2cccn(Cc3c(Cl)cccc3Cl)c2=O)CC(C)O1 (stereo not given)
→ -17.0	6.5
> O=C(COC(=O)C1CCN(C(=O)Nc2ccccc2)CC1)NCC(F)(F)F
→ -4.1	2.2

Next section:
Values run as follows: H9c2 TAG inh	H9c2 TAG inh DAPI viability
> CN(C(=O)CSc1nnc(Cc2cccc3ccccc23)n1N)C1CCS(=O)(=O)C1 (stereo not given)
→ 6.6	-1.5
> COc1ccc(OC)c(-c2csc(NC(=O)COC(=O)C3CC3)n2)c1
→ 4.1	2.8
> CCOC(=O)/C=C1\SCC(=O)N1Cc1nnc(-c2ccccc2Br)o1
→ -2.6	2.4
> COCCNC(=O)Cn1cnc([N+](=O)[O-])n1
→ 23.3	-5.2
> Cc1ccc2cc(CN(CC3CCCO3)C(=O)C(C)C)c(=O)[nH]c2c1 (stereo not given)
→ 5.3	8.9
> Cn1c(=O)c2c(ncn2CC(=O)N2CCN(c3ccc(F)cc3)CC2)n(C)c1=O
→ -7.3	-1.1
> CCN(CC)CCn1c(NC(=O)c2ccc(C(F)(F)F)cc2)nc2ccccc21
→ -1.6	9.5
> CC(C)(C)c1cc[n+](C2=C([O-])c3ccccc3C(=O)/C2=N\S(=O)(=O)c2cccs2)cc1
→ 63.8*	-19.0*
> NS(=O)(=O)Cc1noc2ccccc12
→ -0.4&-3.9	0.6&3.5
> CCCCCCSc1ccc([C@H]2N[C@@](Cc3ccccc3)(C(=O)OC)[C@H]3C(=O)N(C)C(=O)[C@@H]23)cc1
→ -0.7	-1.5
> Cc1ccccc1-c1nc2ccccc2c(=O)o1
→ 9.7	-10.5
> COCc1ccc(C(=O)NC2CCCc3c2cnn3-c2ccc(C)c(C)c2)o1 (stereo not given)
→ 19.0	2.9
> O=C(CN1CCN(Cc2ccccc2Cl)CC1)N/N=C/c1ccccn1
→ -0.7	1.6
> C[C@@H](C(=O)NCCCCCC(=O)O)n1nnc2ccccc2c1=O
→ 1.6	-6.8
> COc1ccc(/C=C(/NC(=O)c2ccco2)C(=O)NCc2ccco2)cc1OC
→ -6.0	10.3
> CCOC(=O)Cn1c(=O)c2c(nc(N3CCCCC3)n2C)n(C)c1=O
→ 7.9	2.3
> Cc1ccc2c(c1)-c1c(ssc1=S)C(C)(C)N2C(=O)CN1C(=O)c2ccccc2C1=O
→ 21.7	-7.9
> CCc1nnc(NC(=O)C2CCN(c3cnccn3)CC2)s1
→ -18.2	-2.8
> CC1Cc2ccccc2N1C(=O)COC(=O)/C=C/c1ccc(F)cc1 (stereo not given)
→ -18.0	7.8
> CCC(C)NC(=O)C1c2ccccc2C(=O)N(c2ccc(OC)cc2)C1c1ccc(OC)cc1 (stereo not given)
→ 25.2	-12.4

Next part.
molecule,H9c2 TAG inh,H9c2 TAG inh DAPI viability
CCCCn1c(-c2nn(C)c(C)c2Cl)n[nH]c1=S,6.3,-3.6
Nc1nonc1-c1nc2ccccc2n1CC(=O)N1CCN(c2ccc(F)cc2)CC1,2.7,-2.9
Cc1csc2c(=O)n(CCO)c(=O)[nH]c12,-4.1,4.3
CC1(C)Cc2c(sc3ncn4nc(-c5ccco5)nc4c23)CO1,2.6,9.9
CC(C)(C)NC(=O)NC12CC3CC(CC(C3)C1)C2,-5.3,-5.2
COCCN(C(=O)c1snc(C(N)=O)c1N)C(C(=O)NC1CCCCC1)c1ccc(F)cc1 (stereo not given),-10.3,10.7
COc1ccc2c(c1)c(N=O)c(O)n2C,-7.1,4.7
C[C@@H]1CN([C@H](C)CO)C(=O)c2cc(NS(=O)(=O)c3ccc(F)cc3)ccc2O[C@@H]1CN(C)Cc1ccc(Cl)c(Cl)c1,21.6,1.1
CN1CCN(C(=O)c2cnn(-c3ccccc3)c2NC(=O)c2ccc(Br)cc2)CC1,12.8,0.0
CC(c1ccco1)N(C(=O)c1ccc(S(=O)(=O)N2CCCCC2)cc1)c1ccccn1 (stereo not given),-15.4,0.0
O=C(Nc1cccc(S(=O)(=O)N2CCCCCC2)c1)c1cncc(Br)c1,-2.4,-6.7
COCCCN(C(=O)c1cc2c(s1)CCCCC2)c1c(N)n(Cc2ccccc2)c(=O)[nH]c1=O,-10.9,-2.1
O=C(CCC(=O)Nc1ccc(Br)cc1)N/N=C/c1cc([N+](=O)[O-])ccc1O,6.2,-13.7
CN(CC(=O)NNC(=O)c1cccnc1)S(=O)(=O)c1cc(Cl)ccc1Cl,-10.9,-11.3
CCc1nc2c(OCC(N)=O)cccn2c1N(C)C(=O)c1ccc(OC)cc1,-11.7,-9.2
CCN(CC)Cc1nc2sc(C)c(C)c2c(=O)[nH]1,3.7,-5.2
COc1ccc(/C=C/C(=O)OCn2c(SC)nnc(C)c2=O)cc1OC,8.0,-2.5
COC(=O)c1[nH]c2cccc(OC)c2c1NC(=O)CN1CCN(c2cccc(OC)c2)C(C)C1 (stereo not given),10.1,-6.9
C#CCNC(=O)C1=C[C@@H](c2coc3ccccc3c2=O)C[C@@H](OCCCCO)O1,0.1,-6.3
O=C(Cn1cc(C(F)(F)F)ccc1=O)N/N=C/c1ccccc1O,41.2,-14.8
CC1CCC2(CC1)NC(=O)N(CC(=O)Nc1ccc3[nH]c(=O)[nH]c3c1)C2=O (stereo not given),-12.4,7.5
COc1cccc(N2CCN(CC(=O)Nc3ccccc3C(=O)NCCc3ccccc3)CC2)c1,1.7,10.0
CCc1nc2ccc(C(=O)Nc3cc(-c4ccccc4)ccc3OC)cn2c1N(C)Cc1ccc(OC)cc1,36.6,5.7
O=C(N/N=C/C=C/c1ccccc1)c1cc(C2CC2)[nH]n1,6.5,-8.5
CCCNC(=O)Cc1cc(=O)[nH]c(=O)[nH]1,0.1,22.7
Cc1cccc(C)c1NC(=O)C1CC(=O)N(C(C)C)C1 (stereo not given),-21.1,4.7
CN(C(=O)CSc1nnc(-c2ccco2)n1C)C1CCCCC1,2.9,-1.3
CCOC(=O)N1CCC(NC(=O)CCc2c(C)nc3c(c(C)nn3-c3ccccc3)c2C)CC1,8.1,1.1
CC(=O)c1ccc(NC(=O)COC(=O)/C=C/c2cccs2)cc1,-21.5,3.7
CN1C(=O)N(CC(=O)N2CCN(S(=O)(=O)c3ccc(Cl)s3)CC2)C(=O)C12CCCCC2,-10.1,6.6
O=C(CSc1ccc(-c2cccc([N+](=O)[O-])c2)nn1)N1CCCC1,60.5*,-46.9*
COc1cc2c(cc1N)-c1ccc(N)cc1C2,-4.2,-6.4
CSCC[C@H](Nc1ncnc2sc(C)c(C)c12)C(=O)O,7.3,-2.2
CN(C)c1ccc(NC(=O)Nc2csc3ccccc23)cc1,0.7,-1.2
O=C(CCN1C(=O)/C(=C\c2ccc(F)cc2)SC1=S)Nc1ccc(O)cc1,-7.0,3.1
CC(=O)c1c(C)nc(-c2ccc(Cl)cc2Cl)n1O,13.9,-4.7
Cc1c(C(=O)NCc2cccs2)oc2ccc(Br)cc12,-12.6,-0.2
CCc1nc2ccc(C(=O)Nc3cccc(OCC(=O)N(C)C)c3)cn2c1N(C)Cc1cc2ccccc2s1,8.8,0.1
C/C(=C1/SC(=S)N(CCC(=O)O)C1=O)c1ccc(O)cc1,-11.7,2.5
O=C(Nc1ccccc1)Nc1ncc([N+](=O)[O-])s1,-15.8,-7.6
CCNC(=O)C1(C)CCCN(C(=O)c2ccc(F)c(C)c2)C1 (stereo not given),-10.4,-4.1
O=C1CCc2cc(NS(=O)(=O)c3ccccc3)cc3c2N1CC3,-4.6,10.0

Given field by field: part of the list above
CCc1nc2ccc(C(=O)Nc3cccc(OCC(=O)N(C)C)c3)cn2c1N(C)Cc1cc2ccccc2s1
  H9c2 TAG inh: 8.8; H9c2 TAG inh DAPI viability: 0.1

O=C(Nc1ccccc1)Nc1ncc([N+](=O)[O-])s1
  H9c2 TAG inh: -15.8; H9c2 TAG inh DAPI viability: -7.6

C/C(=C1/SC(=S)N(CCC(=O)O)C1=O)c1ccc(O)cc1
  H9c2 TAG inh: -11.7; H9c2 TAG inh DAPI viability: 2.5

The list is partial, so the mix of outcomes need not match the whole.
